14-3-3g Raf = modulators of 14-3-3 gamma protein binding, primary screen, biochemical, fluorescence polarization | FP, 14-3-3gamma / TMR-pS259-Raf peptide binding | inhibition, % at 40 µM | AID 422, 2006 | 14-3-3 protein gamma (Homo sapiens), P61981 | 160,000 compounds, 0.19% hits; in the data active means inhibition above about 30%;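 further: 0% = protein plus tracer without compound and 100% = blank with tracer alone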
Target sequence (P61981 whole entry, looked up): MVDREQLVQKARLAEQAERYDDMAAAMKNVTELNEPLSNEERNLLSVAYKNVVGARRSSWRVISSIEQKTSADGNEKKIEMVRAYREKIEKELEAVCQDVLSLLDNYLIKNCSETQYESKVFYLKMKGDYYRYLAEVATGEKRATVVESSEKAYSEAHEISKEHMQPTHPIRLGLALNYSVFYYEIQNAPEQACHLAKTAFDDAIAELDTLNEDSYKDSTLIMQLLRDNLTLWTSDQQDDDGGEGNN
Active calls of the source: *; & = joins results of further samples. A portion of the library; count on the stated rates, not on these rows.

SMILES	14-3-3g Raf
COc1ccc(C(=O)Oc2ccc3sc(=O)oc3c2)cc1OC	-6
COc1cccc(OC)c1C(=O)Nc1ccc(S(=O)(=O)N2CCC(C)CC2)cc1	-4
CC(C)c1ccc(NC2(C#N)C(=O)Nc3ccccc32)cc1 (stereo not given)	-3
CC(=O)NC(C)C(=O)OCC(=O)Nc1ccc(Br)cc1 (stereo not given)	0
Cc1ccc(/C(O)=C2\C(=O)C(=O)N(c3cccnc3)C2c2ccc(C(C)C)cc2)cc1 (stereo not given)	-1
NS(=O)(=O)c1ccc(CCNC(=O)CSCc2ccc(F)cc2)cc1	3
Cc1ccc(N(C(=O)Nc2ccccc2)C2=NCC(C)S2)cc1 (stereo not given)	2
CCC(C)(C)NC(=O)CN(CC1CCCO1)C(=O)CCC(=O)Nc1nccs1 (stereo not given)	2
CC(=O)N1C(c2ccccc2)CC(=O)OC1c1ccc2c(c1)OCO2 (stereo not given)	-11&1
CCOc1ccccc1NC(=O)CNS(=O)(=O)c1cccc2nonc12	-14
Cc1nn(Cc2ccc(Cl)c(Cl)c2)c(C)c1NC(=O)c1cc(CC(C)C)on1	4
O=C(Nc1nnc(CCc2ccccc2)s1)C1CCCO1 (stereo not given)	-2
COCC(C)NC(=O)c1cc(-c2ccc(F)cc2)on1 (stereo not given)	-7
COc1ccc2c(c1OC)C(=O)OC2Nc1ncccc1C (stereo not given)	12
O=c1c(O)c(-c2cccs2)oc2ccccc12	0
Cn1nnc(NCc2cc(Br)ccc2OCc2cccs2)n1	0
CC(=O)N1CCc2cc(S(=O)(=O)CCC(=O)O)ccc21	-7
CCc1ccc(C(C)NC(=O)c2cncc(Br)c2)cc1 (stereo not given)	-4
CC1CC(C)CN(S(=O)(=O)c2ccc(C(=O)Nc3ccc(F)cc3)cc2)C1 (stereo not given)	2
O=C(CN1CCN(Cc2ccccc2F)C1=O)NCc1ccccc1	6
Cc1cccc(NC(=O)Cn2c(=O)n(Cc3ccccc3)c(=O)c3c(C)c(C)sc32)c1	2
COc1cc(NC2=CC(=O)CC(C)(C)C2)cc(OC)c1	0
COc1ccccc1NC(=O)Cn1c(=O)c2ccccc2n(C)c1=O	-2
COc1ccc(CNC(=O)c2cnn3c2NC(c2ccccc2)CC3C(F)(F)F)cc1 (stereo not given)	1
CCN(CC)CCN1C(=O)c2oc3ccccc3c(=O)c2C1c1ccc(C)cc1 (stereo not given)	-11
O=C(c1cc2ccccc2o1)N1CCN(c2ccc([N+](=O)[O-])cc2Cl)CC1	-2
CCc1nnc(NS(=O)(=O)c2ccc(N=Cc3cc(Br)ccc3O)cc2)s1	-14
CCc1cccc(NC(=O)CS(=O)(=O)c2cccc3nsnc23)c1	-15
CCN1CCCC1CNS(=O)(=O)c1ccc2c(c1)oc(=O)n2C (stereo not given)	-4
CCCCN(CCCC)S(=O)(=O)c1ncn[nH]1	3
COc1ccc(CCNC(=O)c2cnccn2)cc1	2
Cc1ccc(-c2cc3c(nn2)-c2ccccc2C3=O)cc1	-13
O=C(O)CP(=O)(c1ccccc1)c1ccccc1	-3
O=C(Cn1cnc2ccccc2c1=O)Nc1ccc(Oc2ccccc2)cc1	-18
COc1cccc(C(=O)N2CCN(C(=O)COc3ccc(Cl)cc3)CC2)c1	1
Cc1ccsc1C1C2=C(CCCC2=O)Nc2ncnn21 (stereo not given)	-13
Cc1ccc(C)c(NC(=O)c2cnn3c(C)cc(C)nc23)c1	-3
Cc1c(N)cc[n+](CC(=O)c2ccccc2)c1C	-11
CCN1CCC(=O)N(CC)c2ccccc21	-5
COc1ccc(C(=O)Nc2ccc3c4c(cccc24)CC3)cc1	-2

Compounds shown so far containing an aryl methoxy group, in the order listed:
SMILES	14-3-3g Raf
COc1ccc(C(=O)Oc2ccc3sc(=O)oc3c2)cc1OC	-6
COc1cccc(OC)c1C(=O)Nc1ccc(S(=O)(=O)N2CCC(C)CC2)cc1	-4
COc1ccc2c(c1OC)C(=O)OC2Nc1ncccc1C (stereo not given)	12
COc1cc(NC2=CC(=O)CC(C)(C)C2)cc(OC)c1	0
COc1ccccc1NC(=O)Cn1c(=O)c2ccccc2n(C)c1=O	-2
COc1ccc(CNC(=O)c2cnn3c2NC(c2ccccc2)CC3C(F)(F)F)cc1 (stereo not given)	1
COc1ccc(CCNC(=O)c2cnccn2)cc1	2
COc1cccc(C(=O)N2CCN(C(=O)COc3ccc(Cl)cc3)CC2)c1	1
COc1ccc(C(=O)Nc2ccc3c4c(cccc24)CC3)cc1	-2

Next part
SMILES	14-3-3g Raf
O=C(CCN1C(=O)COc2ccccc21)NCCN1CCN(Cc2ccccc2)CC1	-3
COc1ccccc1CNC(=O)c1ccc(NS(=O)(=O)c2cccs2)cc1	-13
c1ccc(-n2nnnc2Oc2cccc3cccnc23)cc1	-1
Cc1cc(Cl)c(C(=O)Nc2ccc(F)cc2)c(Cl)n1	-4
CCOc1ccccc1C1N=C(c2ccc(OC)cc2)CC(c2ccccc2O)N1 (stereo not given)	6
CC(C)CNC(=O)c1cc(-c2ccccc2)nc2ccccc12	-2
O=C(CSc1oc(-c2ccccc2)nc1S(=O)(=O)c1ccc(Br)cc1)c1ccccc1	-90
CN(CC(=O)NC1CCCc2ccccc21)S(=O)(=O)c1ccc(Br)s1 (stereo not given)	-20
CC(C)(C)n1nc2c(c1NC(=O)COc1ccc3ccccc3c1)CS(=O)C2 (stereo not given)	-3&-1
CC1Cc2ccccc2N1C(=O)COC(=O)C1=COCCO1 (stereo not given)	3
CC(=O)C(C)n1c(N2CCCCCC2)nc2c1c(=O)n(C)c(=O)n2C (stereo not given)	-6
CC1CCCCC1NC(=O)C(Cc1ccccc1)NS(=O)(=O)c1ccc(Cl)cc1 (stereo not given)	6
Cc1oc(C)c(C(=O)NCCCC(=O)O)c1C(=O)NCCCC(=O)O	5
O=C(NCc1cccs1)C1CCN(S(=O)(=O)c2cccc3nonc23)CC1	-12
Cc1ccc(-n2nnnc2SCCNS(=O)(=O)c2ccccc2)cc1C	-2
COc1ccc(CC(=O)OCc2cc3cccc(C)c3[nH]c2=O)cc1	-9
CSc1nnc2c(n1)OC(c1cccc(Oc3ccccc3)c1)N(C(C)=O)c1ccccc1-2 (stereo not given)	-15
COc1ccc(OCc2nc(C#N)c(NCc3cccnc3)o2)cc1	4
COc1ccc(CC(=O)Nc2c3c(nn2-c2ccc(Cl)cc2)CSC3)cc1	5
OCn1ncn(-c2ccccc2)c1=S	-1
CN(Cc1ccccc1)C1CCN(Cc2ccc(Cl)cc2)CC1	-9
CCOc1ccc(C(=O)Nc2cc(-c3nc4ccccc4o3)ccc2C)cc1[N+](=O)[O-]	-306
CC(=O)N1C(C(=O)O)Cc2c([nH]c3ccccc23)C1C (stereo not given)	-6
CCc1nc(-c2cc3ccc(C)cc3[nH]c2=O)no1	-3
CC(=O)N1CCc2cc(S(=O)(=O)NC(CC(C)C)C(=O)Nc3ccc4c(c3)OCCO4)ccc21 (stereo not given)	-13&-13
Cc1cc(NS(=O)(=O)c2ccc(NS(=O)(=O)c3ccccc3[N+](=O)[O-])cc2)no1	-20
CCOc1ccc(NC(=O)c2ccc(F)c(S(=O)(=O)N3CCC(Cc4ccccc4)CC3)c2)cc1	-12
O=C(CSc1nnc2scc(-c3ccccc3)n12)Nc1ccc(F)cc1	-10
C#CCN1C(=O)C(O)(CC(=O)c2ccc([N+](=O)[O-])cc2)c2ccccc21 (stereo not given)	4
O=S(=O)(Nc1cccc(Br)c1)c1ccc(Br)s1	-34
O=C(CCOc1ccccc1)NCc1ccccc1	2&-4
CC(C)Cc1ccc(C#N)c(SCC(N)=O)n1	1
COc1ccc2c(c1)c(=O)cc(C)n2CC(=O)NCc1ccco1	-5
COc1ccccc1C1CC(c2c(-c3ccccc3)c3cc(Br)ccc3[nH]c2=O)=NN1C(=O)C(OC)c1ccccc1 (stereo not given)	7
CCN(CC)S(=O)(=O)c1ccc2nc(-c3ccccc3)[nH]c2c1	-11
CCN(CC)CCNC(=O)Cn1cnc2sc(C)cc2c1=O	-2
Cc1cccc(N2CCN(C(=O)C(Cc3ccccc3)NS(=O)(=O)c3ccc(Br)s3)CC2)c1C (stereo not given)	-6
CCOC(=O)c1c(N)sc2c1CCC(C)C2 (stereo not given)	-6&-2
CCCS(=O)(=O)Nc1c(C(=O)O)[nH]c2ccccc12	-13
O=C(c1ccc(S(=O)(=O)c2cccc(Cl)c2)c([N+](=O)[O-])c1)N1CCN(c2ccccn2)CC1	7

Arranged by SMILES length (lowest first): 4 of the compounds above.
SMILES	14-3-3g Raf
CCN(CC)CCNC(=O)Cn1cnc2sc(C)cc2c1=O	-2
CN(Cc1ccccc1)C1CCN(Cc2ccc(Cl)cc2)CC1	-9
CCN(CC)S(=O)(=O)c1ccc2nc(-c3ccccc3)[nH]c2c1	-11
CCOc1ccc(C(=O)Nc2cc(-c3nc4ccccc4o3)ccc2C)cc1[N+](=O)[O-]	-306

(more compounds)
SMILES	14-3-3g Raf
COc1ccccc1Nc1ncc(C(=O)NCCC2=CCCCC2)c2ccccc12	-16
O=C(NC1CCCC1)C1c2ccccc2C(=O)N1C1CCCCCC1 (stereo not given)	-5
COc1ccc(S(=O)(=O)N2CCCC(C(=O)NCc3ccncc3)C2)cc1 (stereo not given)	-7
O=C(CS(=O)(=O)Cc1ccccc1)Nc1nc2ccccc2s1	-1
O=S(=O)(Cc1ccccc1)NCc1cccnc1	2
Cc1nnc(SCC(=O)c2c(N)n(C)c(=O)n(C)c2=O)[nH]c1=O	-7
CCn1c(SCC(=O)NC2CCCCC2C)nnc1-c1ccc(OC)cc1 (stereo not given)	6
CCC(CC)C(=O)Nc1c2c(nn1-c1ccc(F)cc1)CS(=O)C2 (stereo not given)	-1
COc1ccccc1N1CCN(C(c2ccccc2)c2n[nH]c(=O)c3ccccc23)CC1 (stereo not given)	-7
COc1cccc(C2C(C(=O)O)c3ccccc3C(=O)N2C)c1 (stereo not given)	13
COC(=O)C1=CN(c2cccc(C(F)(F)F)c2)C=C(C(=O)OC)C1c1ccccc1Cl	-1
O=C1CN(C(=O)COC(=O)C23CC4CC(CC(O)(C4)C2)C3)c2ccccc2N1	-10
Cc1c(C)c2cc(Cl)c(O)c(CN3CCCCC3)c2oc1=O	-2
Cc1ccc(-c2csc3nc(-c4cccc(Br)c4)oc(=O)c23)cc1	-45
CC1=C(C(=O)Nc2ccc(C)cn2)C(c2ccccc2Cl)C2=C(CC(C)(C)CC2=O)N1 (stereo not given)	1
CC(C#N)On1c(SC(C)C#N)nc2ccccc2c1=O (stereo not given)	4
Cc1sc(NC(=O)c2ccco2)c(C(c2cccnc2)N2CCN(Cc3ccccc3)CC2)c1C (stereo not given)	-6
CN(C)C(=O)COn1c(SCC(=O)N(C)C)nc2ccccc2c1=O	9
COCCNS(=O)(=O)c1cccc2nsnc12	-9
COc1ccc(-n2nc3c(c2NC(=O)c2ccc(S(=O)(=O)N4CCCC4)cc2)CS(=O)(=O)C3)cc1	-2
Cc1nc2ncnn2c(C)c1CCC(=O)O	-6
C=CCN1C(=O)C2C(C(=O)Nc3ccc(Cl)cc3)C3C=CC2(O3)C1C(=O)NC1CCCC(C)C1C (stereo not given)	-20
Cc1ccc2cccc(S(=O)(=O)N3CCN(c4cccc(Cl)c4)CC3)c2n1	-22
CC12CC(c3ccccc3O1)N(C(=O)c1ccc([N+](=O)[O-])cc1)C(=O)N2c1ccc(F)cc1 (stereo not given)	4
COc1ccc(Cl)cc1NC(=O)CCS(=O)(=O)c1cc(Br)cc2c1N(C(C)=O)CC2	-15
COc1ccc(OC)c(NC(=O)c2cc(S(=O)(=O)NCc3ccccc3Cl)ccc2F)c1	-12
O=C(Cn1cnc2c(oc3ccccc32)c1=O)N1CCN(c2ccccc2)CC1	-4
CCOC(=O)CSC1=C(C#N)C(c2ccccc2C)C2=C(CCCC2=O)N1 (stereo not given)	-2
CC(C)Sc1nnc([C@@H]2CCCN2C(=O)OC(C)(C)C)o1	0
CCc1nnc(NC(=O)c2cc([N+](=O)[O-])ccc2Cl)s1	-6
CCOC(=O)CCN(Cc1ccccc1)S(=O)(=O)c1ccc(F)cc1	4
COc1cc2[nH]c(=S)nc(NCc3ccc4c(c3)OCO4)c2cc1OC	-10
O=C(COC(=O)c1cc(-c2cccs2)nc2ccccc12)c1ccc(F)cc1	-10
COC(=O)c1ccc(NC(=O)C2CC(=O)N(Cc3ccc(Cl)cc3)C(=Nc3ccccc3)S2)cc1 (stereo not given)	-9
O=C1CC(c2ccccc2)CC2=C1C(c1ccccn1)Nc1ccccc1N2 (stereo not given)	1
CCN(CC)CC(C)CNC(=O)CN1C(=O)COc2ccccc21 (stereo not given)	-11
O=C(Nc1ccccc1F)c1cc2ccccc2o1	-2
CCN(CC)CCNC(=O)Cn1c(C)cc2ccccc2c1=O	2
O=C(O)c1ccc(C(=O)O)c(C(=O)O)c1	-4
CCOC(=O)c1cnc2cc(C(F)(F)F)ccc2c1Nc1cc(C)c(Cl)cc1OC	-3
CCCCCn1c(=NC(C)=O)c(C#N)cc2c(=O)n3ccccc3nc21	-36
COc1ccc(OC)c(NC(=O)C2CCN(S(=O)(=O)c3ccc(Br)s3)CC2)c1	-60
CC1=C(C(=O)N2CCCCC2)C(c2ccccc2OC(F)F)n2c(nc3ccccc32)N1 (stereo not given)	-5
CCc1ccccc1N1C(=O)C2C(c3ccccc3Cl)OC3(C(=O)c4ccccc4C3=O)C2C1=O (stereo not given)	5
C=CCn1c(SCC(=O)c2c[nH]c3ccccc23)nnc1-c1cccc(Br)c1	-4
O=C(C1CCN(S(=O)(=O)c2cccc3nsnc23)CC1)N1CCc2ccccc2C1	-2&14

High-throughput results deposited in PubChem BioAssay by Emory University Molecular Libraries Screening Center.
